Bioassay records (PubChem)
CHRM5 antagonist: CHRM5 antagonism in calcium assay | CHO-hM5 cells, Fluo-8 calcium fluorescence, ACh EC80 | inhibition, % at 3 µM | P08912 | 360,000 compounds, 0.59% hits;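 active = inhibition above a per-plate cutoff, the mean of that plate's test compounds plus 3 SD, cut at about 27% in these data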;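 note: 0% = acetylcholine EC80 with DMSO and 100% = DMSO without agonist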
Target sequence (P08912 whole entry, looked up): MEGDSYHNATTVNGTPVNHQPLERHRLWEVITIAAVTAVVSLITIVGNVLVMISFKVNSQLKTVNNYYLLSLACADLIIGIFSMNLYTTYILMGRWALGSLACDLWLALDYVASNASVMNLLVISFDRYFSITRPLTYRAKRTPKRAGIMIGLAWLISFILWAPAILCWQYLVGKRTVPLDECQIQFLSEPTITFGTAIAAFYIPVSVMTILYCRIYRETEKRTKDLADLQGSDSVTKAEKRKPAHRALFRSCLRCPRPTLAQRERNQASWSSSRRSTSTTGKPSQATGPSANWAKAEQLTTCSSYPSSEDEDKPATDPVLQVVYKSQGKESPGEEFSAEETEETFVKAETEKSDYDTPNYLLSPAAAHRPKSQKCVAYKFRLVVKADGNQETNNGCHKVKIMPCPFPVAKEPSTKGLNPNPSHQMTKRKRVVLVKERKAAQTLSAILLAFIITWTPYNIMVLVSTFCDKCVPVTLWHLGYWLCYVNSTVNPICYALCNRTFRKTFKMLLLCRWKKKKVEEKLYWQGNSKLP
M5 ag: CHRM5 agonism in calcium assay. AID 624037. activation, % at 3 µM. 360,000 compounds, 0.19% hits. CHO-K1 hM5 cells, Fluo-8 calcium fluorescence; 0% DMSO wells, 100% maximal acetylcholine response;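 active = activation above the run's mean over test compounds plus 3 SD, cut at about 23% in these data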;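 note: signal is peak over basal fluorescence ratio across the kinetic read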
M5 PAM: positive allosteric modulators of human muscarinic M5 receptor. P08912. CHO-K1 hM5, Fluo-8 calcium, ACh EC20 PAM; 0% = ACh EC20, 100% = ACh EC100. activation, % at 3 µM. 360,000 compounds, 0.3% hits. AID 624038;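 active = activation above the run cutoff, the mean activation of all test compounds plus 3 SD, cut at about 18% in these data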
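system = human M5 receptor in CHO-K1 cells | compound = one concentration, 3 µM final (nominal) | schedule = Post-acetylcholine fluorescence recording 140 s | signal = Fluo-8 calcium dye fluorescence, kinetic read | benchmarks = low control EC20 acetylcholine (0%), high control EC100 acetylcholine (100%) | repeats = singlicate, one well per test compound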
CRFBP-R2 agonist: agonists of human CRF-binding protein/CRF-R2 receptor complex | activation, % at 13.2 µM | HEK293 CRF-R2/CRF-BP, calcium dye fluorescence (FLIPR); percent of saturating CRF peptide response | 350,000 compounds, 0.46% hits;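 active = activation of at least 50%, plus an integration ratio under a set limit after plate pattern correction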;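 note: plate controls were neutral control wells without compound for no effect and CRF at EC100 for full effect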
M4 PAM: CHRM4 positive allosteric modulation; AID 624126; 360,000 compounds, 0.4% hits; P08173; activation, % at 3 µM; CHO-K1 hM4/Gqi5, Fluo-8 calcium fluorescence, ACh EC20; 0% = ACh EC20, 100% = maximal ACh;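 active = activation above its plate's cutoff, the mean activation of sample wells plus 3 SD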; note: some results filed as inactive read as strong as hits
TAAR1 ag: agonists of human TAAR1 | 360,000 compounds, 0.99% hits | Q96RJ0 | AID 624467 | activation, % at 3 µM | CHO RD-HGA16 TAAR1, Fluo-8 calcium fluorescence; vehicle wells 0%, saturating PEA agonist 100%;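 active = activation above the mean activation of all test compounds in the run plus 3 SD, cut at about 38% in these data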
Target sequence (Q96RJ0 whole entry, looked up): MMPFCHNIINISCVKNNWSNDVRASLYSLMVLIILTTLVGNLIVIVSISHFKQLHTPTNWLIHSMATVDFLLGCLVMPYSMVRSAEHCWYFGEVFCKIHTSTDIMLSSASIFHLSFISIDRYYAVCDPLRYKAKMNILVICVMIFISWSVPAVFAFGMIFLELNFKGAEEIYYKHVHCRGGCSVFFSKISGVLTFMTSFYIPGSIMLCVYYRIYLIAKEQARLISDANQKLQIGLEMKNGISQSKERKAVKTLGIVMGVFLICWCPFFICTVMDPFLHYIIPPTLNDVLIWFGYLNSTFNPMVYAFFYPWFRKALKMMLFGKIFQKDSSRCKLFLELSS
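Assay system: CHO-derived RD-HGA16 cells with stable Gα16 and human TAAR1; timing: 17-24 h seeding, 75 min 37 °C dye, 30 min RT; read-out: % activation from peak over basal fluorescence ratio, DMSO-to-PEA scaled; measured by: kinetic Fluo-8 calcium fluorescence; benchmarks: low control DMSO, high control PEA (EC100); doses: 3 µM single concentration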
CRFR2-BP antag: blocks CRF-induced signaling of the CRF-BP/CRF-R2 complex; HEK293 CRF-R2/CRF-BP, CRF-induced calcium fluorescence; inhibition, % at 11.8 µM; 350,000 compounds, 0.59% hits; AID 588475;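 active = inhibition of the ligand-induced calcium signal above about 50% at the single tested concentration, limit read from the data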
TAAR1 antag: human TAAR1 antagonism; Q96RJ0; CHO RD-HGA16 TAAR1, Fluo-8 calcium fluorescence, antagonist; inhibition, % at 3 µM; 360,000 compounds, 1.5% hits;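 active = inhibition above a per-plate cutoff, the mean inhibition of test compounds on that plate plus 3 SD, cut at about 49% in these data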;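 note: 0% = DMSO plus EC80 beta-PEA response and 100% = DMSO alone without agonist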
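Test system: RD-HGA16 CHO cells with stable hTAAR1 and Gα16 / Probe or stimulus: EC80 β-phenethylamine stimulus / Times: seeding 17-24 h prior, 75-min 37 °C, 30-min RT dye loading / Detection: Fluo-8 calcium-sensitive fluorescence / Read-out basis: % inhibition scaled between DMSO and EC80 PEA controls / Repeats: singlicate, one well per test compound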
M1 PAM parental: counter-screen for M1 PAMs: effect in parental CHO-K1 cells; ATP EC20, Fluo-8 calcium fluorescence; 0% at ATP EC20, 100% at ATP max; 360,000 compounds, 0.02% hits; activation, % at 3 µM; AID 602247;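 active = activation above the run cutoff, the mean activation of all test compounds plus 3 SD, cut at about 40% in these data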;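 note: peak over basal fluorescence ratio in a 140 s read after ATP addition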
An asterisk follows results filed as active.

`Cc1ccc2c(c1)CCCN2C(=O)c1cc(C)on1` gave CHRM5 antagonist 9, M5 ag -4, M5 PAM 6, CRFBP-R2 agonist -1.6, M4 PAM 4, TAAR1 ag 0, CRFR2-BP antag 0, TAAR1 antag -21 and M1 PAM parental -5.
`CCOC(=O)C1(Cc2ccc(OC)cc2)CCN(C(=O)CCc2cccnc2)CC1` gave CHRM5 antagonist -4, M5 ag 3, M5 PAM -3, CRFBP-R2 agonist -0.1, M4 PAM -1, TAAR1 ag 6, CRFR2-BP antag 0, TAAR1 antag -14 and M1 PAM parental -2.
Screening COc1ccc(Br)cc1/C=C(\C(=O)O)c1ccc(S(=O)(=O)N2CCCCC2)s1 returned CHRM5 antagonist 11, M5 ag 0, M5 PAM 2, CRFBP-R2 agonist -0.3, M4 PAM 7, TAAR1 ag 0, CRFR2-BP antag 17, TAAR1 antag -4 and M1 PAM parental 16.
COc1ccc(NC(=O)C(=O)NCCN2CCN(C(=O)c3ccco3)CC2)cc1 was read as CHRM5 antagonist -8, M5 ag -2, M5 PAM 0, CRFBP-R2 agonist 0.3, M4 PAM 5, TAAR1 ag 4, CRFR2-BP antag -4, TAAR1 antag -4 and M1 PAM parental 25.
For C=CCn1c(SCC(=O)N(CC)C2CCS(=O)(=O)C2)nnc1-c1ccccc1 (centres undefined) the results were CHRM5 antagonist -6, M5 ag 2, M5 PAM 9, CRFBP-R2 agonist -0.1, M4 PAM 3, TAAR1 ag 0, CRFR2-BP antag 3, TAAR1 antag -11 and M1 PAM parental -16.
Screening CC(c1ccco1)N(C(=O)c1ccc(Cl)s1)c1ccccn1 (centres undefined) returned CRFBP-R2 agonist -0.3, TAAR1 ag 18, CRFR2-BP antag -3 and TAAR1 antag -25.
For CCOC(=O)c1ccc(NC(=S)P(=O)(c2ccccc2)c2ccccc2)cc1 the results were CHRM5 antagonist -4, M5 ag 1, M5 PAM -3, CRFBP-R2 agonist -0.3, M4 PAM 0, TAAR1 ag 15, CRFR2-BP antag -33, TAAR1 antag -6 and M1 PAM parental 6.
`Cc1cccc(N2C(S)=C(C#N)C(=O)NC2c2cccs2)c1` (centres undefined) gave CHRM5 antagonist -10, M5 ag 0, M5 PAM 1, CRFBP-R2 agonist -1.7, M4 PAM 8, TAAR1 ag -1, CRFR2-BP antag 4, TAAR1 antag 4 and M1 PAM parental 24.
C=CCn1c(=N)n(CC(O)c2ccco2)c2ccccc21 (centres undefined) was read as CHRM5 antagonist 8, M5 ag -2, M5 PAM 29*, CRFBP-R2 agonist 2.6, M4 PAM 17*, TAAR1 ag 4, CRFR2-BP antag 1, TAAR1 antag -3 and M1 PAM parental -4.
O=c1oc2ccccc2c(NC2CCCCC2)c1NS(=O)(=O)c1ccc(F)c(Cl)c1 was read as CHRM5 antagonist 4, M5 ag -3, M5 PAM -2, CRFBP-R2 agonist 0.2, M4 PAM 4, TAAR1 ag 3, CRFR2-BP antag -3, TAAR1 antag 7 and M1 PAM parental 22.
`NC(=O)c1cc(-c2ccncc2)nc2ccc(Cl)cc12` gave CHRM5 antagonist 4, M5 ag 5, M5 PAM 9, CRFBP-R2 agonist 1.1, M4 PAM 8, TAAR1 ag 0, CRFR2-BP antag -15, TAAR1 antag -22 and M1 PAM parental 15.
`Cc1cccc(C)c1OCC(=O)NCC1COc2ccccc2O1` (centres undefined) gave CHRM5 antagonist -2, M5 ag -2, M5 PAM -1, CRFBP-R2 agonist -3.2, M4 PAM 6, TAAR1 ag 5, CRFR2-BP antag -13, TAAR1 antag -16 and M1 PAM parental 12.
`COCCNC(=O)C1(C)CCCN(C(=O)c2ccc3c(c2)OCO3)C1` (centres undefined) gave CHRM5 antagonist -14, M5 ag -2, M5 PAM 1, M4 PAM 8, TAAR1 ag 0, TAAR1 antag -2 and M1 PAM parental 10.
Cc1ccc(OCC(=O)NCc2ccccc2)c([N+](=O)[O-])n1 was read as CHRM5 antagonist 3, M5 ag -1, M5 PAM -6, CRFBP-R2 agonist 0.2, M4 PAM 11, TAAR1 ag 0, CRFR2-BP antag -6, TAAR1 antag 4 and M1 PAM parental 12.
For O=c1n(-c2ccccc2)c(=O)n(Cc2ccccn2)n1Cc1ccccn1 the results were CHRM5 antagonist -3, M5 ag -4, M5 PAM -16, CRFBP-R2 agonist -0.5, M4 PAM -5, TAAR1 ag 9, CRFR2-BP antag 11, TAAR1 antag 4 and M1 PAM parental 4.
Screening S=C(Nc1ccc(Nc2ccccc2)cc1)N1CCN(c2ncccn2)CC1 returned CHRM5 antagonist -7, M5 ag -1, M5 PAM 2, CRFBP-R2 agonist -2.0, M4 PAM -7, TAAR1 ag 4, CRFR2-BP antag -2, TAAR1 antag 17 and M1 PAM parental -5.
Cc1ccc(S(=O)(=O)NCCC(=O)NNc2c(F)c(F)cc(F)c2F)cc1 was read as CHRM5 antagonist 0, M5 ag 2, M5 PAM -3, CRFBP-R2 agonist 0.7, M4 PAM -1, TAAR1 ag 1, CRFR2-BP antag 0, TAAR1 antag -10 and M1 PAM parental 5.
`COC(=O)c1ccccc1OCC(=O)NC1CCCCC1` gave CHRM5 antagonist 6, M5 ag -2, M5 PAM -8, CRFBP-R2 agonist 2.0, M4 PAM -2, TAAR1 ag 1, CRFR2-BP antag -27, TAAR1 antag -6 and M1 PAM parental 22.
`CCN(CC)CCCN=Cc1c(-c2ccccc2)[nH]n(-c2nc3ccccc3s2)c1=O` gave CHRM5 antagonist 15, M5 ag -1, M5 PAM 1, CRFBP-R2 agonist 2.7, M4 PAM 9, TAAR1 ag 10, CRFR2-BP antag -15, TAAR1 antag -8 and M1 PAM parental 12.
For CC(C)CSc1n[nH]c(N)n1 the results were CHRM5 antagonist 8, M5 ag -4, M5 PAM -2, CRFBP-R2 agonist -0.2, M4 PAM -5, TAAR1 ag 8, CRFR2-BP antag -1, TAAR1 antag 1 and M1 PAM parental 35.

Brought forward from above: 2 entries; new compounds follow.
`CCN(CC)CCCN=Cc1c(-c2ccccc2)[nH]n(-c2nc3ccccc3s2)c1=O` gave CHRM5 antagonist 15, M5 ag -1, M5 PAM 1, CRFBP-R2 agonist 2.7, M4 PAM 9, TAAR1 ag 10, CRFR2-BP antag -15, TAAR1 antag -8 and M1 PAM parental 12.
For CC(C)CSc1n[nH]c(N)n1 the results were CHRM5 antagonist 8, M5 ag -4, M5 PAM -2, CRFBP-R2 agonist -0.2, M4 PAM -5, TAAR1 ag 8, CRFR2-BP antag -1, TAAR1 antag 1 and M1 PAM parental 35.
For O=C(COc1cccc(F)c1)Nc1nc(-c2ccccn2)cs1 the results were CHRM5 antagonist -2, M5 ag 1, M5 PAM -2, CRFBP-R2 agonist -0.8, M4 PAM -5, TAAR1 ag 10, CRFR2-BP antag 6, TAAR1 antag -3 and M1 PAM parental -5.
Nc1cc([N+](=O)[O-])ccc1Nc1ccccc1 was read as CHRM5 antagonist 6, M5 ag 0, M5 PAM -6, CRFBP-R2 agonist 1.9, M4 PAM 5, TAAR1 ag 4, CRFR2-BP antag -46, TAAR1 antag 10 and M1 PAM parental -2.
Screening C=CCN(CC=C)CCOc1ccc2ccccc2c1 returned CHRM5 antagonist -4, M5 ag -2, M5 PAM 4, CRFBP-R2 agonist -0.5, M4 PAM 5, TAAR1 ag 39*, CRFR2-BP antag -2, TAAR1 antag -5 and M1 PAM parental 10.
For O=C(Oc1cc(Cl)ccc1Cl)C1=CC=CN2CCS(=O)(=O)N=C12 the results were CHRM5 antagonist 3, M5 ag 4, M5 PAM 5, CRFBP-R2 agonist -2.6, M4 PAM 7, TAAR1 ag 0, CRFR2-BP antag 11, TAAR1 antag -22 and M1 PAM parental 18.
COc1ccc(CCNC(=O)C2CCN(S(=O)(=O)c3ccc4c(c3)oc(=O)n4C)CC2)cc1OC was read as CHRM5 antagonist 14, M5 ag -4, M5 PAM -7, CRFBP-R2 agonist 0.2, M4 PAM 12, TAAR1 ag 2, CRFR2-BP antag -1, TAAR1 antag -20 and M1 PAM parental 22.
`CCNC(=O)C1(C)CCCN(Cc2noc(-c3ccccc3OC)n2)C1` (centres undefined) gave CHRM5 antagonist 2, M5 ag 1, M5 PAM 1, M4 PAM 5, TAAR1 ag 1, TAAR1 antag -21 and M1 PAM parental 17.
`Cc1ccc(NS(=O)(=O)c2ccc(C(=O)NCC3CCCO3)cc2)cc1` (centres undefined) gave CHRM5 antagonist -6, M5 ag 14, M5 PAM -9, CRFBP-R2 agonist 18, M4 PAM -4, TAAR1 ag 40*, CRFR2-BP antag -23, TAAR1 antag -19 and M1 PAM parental 5.
For CCC(C)C(=O)OCC1(c2ccc(C)cc2OC(=O)C(C)C)CO1 (centres undefined) the results were CHRM5 antagonist 5, M5 ag 1, M5 PAM 2, CRFBP-R2 agonist -2.1, M4 PAM 4, TAAR1 ag 1, CRFR2-BP antag 0, TAAR1 antag -7 and M1 PAM parental -6.
Screening CN(C(=O)C1CCC(CNS(=O)(=O)c2cccc3cccnc23)CC1)C1CCCCC1 (centres undefined) returned CHRM5 antagonist 1, M5 ag 2, M5 PAM -4, CRFBP-R2 agonist -2.9, M4 PAM -5, TAAR1 ag 1, CRFR2-BP antag -12, TAAR1 antag -7 and M1 PAM parental -17.
`Cc1ccccc1OCC(=O)Nc1cccc(NC(=O)c2ccco2)c1` gave CHRM5 antagonist 14, M5 ag 0, M5 PAM -11, CRFBP-R2 agonist 0.0, M4 PAM 1, TAAR1 ag 17, CRFR2-BP antag 3, TAAR1 antag 41 and M1 PAM parental -3.
For NS(=O)(=O)c1ccc(NCc2ccccc2OCc2ccc(F)cc2)cc1 the results were CHRM5 antagonist 15, M5 ag 0, M5 PAM -3, CRFBP-R2 agonist -1.0, M4 PAM 7, TAAR1 ag 2, CRFR2-BP antag 11, TAAR1 antag 20 and M1 PAM parental 6.
Screening COc1cc2ccccc2cc1C(=O)Nc1nccs1 returned CHRM5 antagonist 1, M5 ag 2, M5 PAM -9, CRFBP-R2 agonist -0.2, M4 PAM -4, TAAR1 ag 6, CRFR2-BP antag -9, TAAR1 antag 40 and M1 PAM parental 3.
`CC(=O)Nc1ccc(CN2CCN(CCC(C)C)C(CCO)C2)cc1` (centres undefined) gave CHRM5 antagonist 10, M5 ag -5, M5 PAM 2, CRFBP-R2 agonist -1.6, M4 PAM -13, TAAR1 ag 0, CRFR2-BP antag 13, TAAR1 antag 9 and M1 PAM parental 24.
Screening Cc1nn(-c2ccc(Cl)cc2)c(=O)c2ccccc12 returned CHRM5 antagonist -2, M5 ag -3, M5 PAM -3, CRFBP-R2 agonist -0.8, M4 PAM -6, TAAR1 ag 2, CRFR2-BP antag 12, TAAR1 antag 2 and M1 PAM parental -17.
